Compound activity deposited in PubChem by The Scripps Research Institute Molecular Screening Center.
TTR transcr act: activators of transthyretin transcription; SH-SY5Y TTR promoter Gaussia luciferase, luminescence; 100% = recombinant luciferase protein wells; activation, % at 16.7 µM; actives 1.3% (n = 92,000); AID 1117267;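 active = activation above the mean of all tested compounds plus 3 SD, cut at about 9.5% in these data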;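 also: cells exposed to compounds for one day before reading; 0% = median of all test compound wells on the plate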
* hit, by the source's call. Only part of the results is shown (hit frequency here may not be typical).

SMILES	TTR transcr act
COc1nc(Oc2ccc(/C=N/O)cc2)nc(N(C)C)n1	-0.7
CCOc1cc(/C=C(\C#N)C(=O)NCC2CCCO2)ccc1OCC(N)=O (stereo not given)	-0.7
N#CCCn1c(O)c(N=NC(=O)CNC(=O)c2cccs2)c2ccccc21	0.2
O=[N+]([O-])c1cccc(-c2ccc(C(=S)N3CCN(c4ccccc4)CC3)o2)c1	-1.8
CCCn1c(SCc2nc3sc(C)c(C)c3c(=O)[nH]2)nc2ccccc2c1=O	-0.4
C=CCOc1ccc(/C=C/C(=O)OCC(=O)NCc2cccc(OC)c2)cc1	-0.4
CC(C)(C)OC(=O)NCCCCCNC(=O)c1nc[nH]c1C(=O)N1CCN(c2ccccc2)CC1	-2.7
O=C(c1ccco1)N1CCN(Cc2nc3cc(Cl)ccc3c(=O)[nH]2)CC1	0.3
N=c1ncn(Cc2ccccc2)c2nc(SCCOc3ccccc3)[nH]c12	1.9
Cc1ccc(/C=C2\SC(=S)N(CCC(=O)NNS(=O)(=O)c3ccc(C)cc3)C2=O)cc1	1.7
COc1ccc(CC(=O)NNC(=O)c2ccco2)cc1	0.3
Cc1ccc(C)c(NS(=O)(=O)c2ccc(NC(=O)CSc3ccc(Cl)cc3)cc2)c1	0.7
COc1ccc(N=C2SC(C(=O)Nc3ccc4c(c3)OCO4)CC(=O)N2C)cc1 (stereo not given)	0.7
CC(C)(CCc1ccccn1)C(=O)CCCc1ccccn1	3.3
COc1ccc(CNC(=O)CCSCc2cccc(Cl)c2)c(OC)c1	-2.1
O=C(/C=C/c1ccc([N+](=O)[O-])cc1)N1CCN(Cc2ccccc2)CC1	1.4
CC(C)(C)NC(=O)CSc1nnnn1C(C)(C)C	-1.3
COc1ccc(Cl)cc1N1CCN(CCNC(=O)Nc2ccccc2C)CC1	-1.1
Cc1ccccc1C(=O)NCC(=O)NNC(=O)CCN1CCN(c2ccccc2)CC1	0.0
CC(C)NC(=O)/C(C#N)=C/c1ccc(N(C)C)o1	-1.7
C=CCN1C(=O)[C@H](CC(=O)NCc2ccc(C)o2)[C@@]2(C(=O)OCC)CCCC=C12	-1.2
Cc1oc2cc(O)cc(O)c2c(=O)c1-c1ccc2c(c1)OCCCO2	-0.3
Cc1ccc(Nc2nc(C)cc(C)c2C(N)=O)cc1	-3.6
CCOC(=O)c1ccc(NC(=S)N2CCC(O)CC2)cc1	0.7
O=C1CCCCC1C(Nc1ccc(Cl)cc1)c1ccccc1 (stereo not given)	-1.7

More results follow.
SMILES	TTR transcr act
CC(C)CN1CCC(=O)N([C@H](CSc2ccc(Br)cc2)Cc2ccccc2)CC1	-3.4
COC(=O)c1ccc(N2CCOCC2)c(NC(=O)c2ccc3c(c2)OCO3)c1	-0.5
O=C(O)CC1(C(=O)O)CCCC1	-1.8
CC#CC#Cc1cccc(=O)o1	-1.8
COc1ccc(-c2ccc(/C=C3/C(=N)N4C(C)=CSC4=NC3=O)o2)c([N+](=O)[O-])c1	-3.1
Cc1nc2c(nnn2Cc2ccccc2)c(=O)n1-c1ccccc1	0.7
CCOC(=O)C(C)NC(=O)C(NC(=O)C1CCC(CC)CC1)C(C)C (stereo not given)	10*
O=C(Cn1c(=O)[nH]c2ccccc2c1=O)Nc1ccc2c(c1)OCO2	4.2
O=C(NCCc1ccccc1)c1[nH]c(C(F)(F)F)nc1-c1ccccc1	0.6
CSCC(=O)N1CCCC(C(=O)c2cc(F)ccc2F)C1 (stereo not given)	-1.0
O=C(O)C1C2CCCCC2=C2CCCCC2C1C(=O)Nc1nccs1 (stereo not given)	5.1
O=C(NCc1cccs1)C1CCC(CNS(=O)(=O)c2cccc3nsnc23)CC1 (stereo not given)	-0.5
Cc1ccccc1SCC(=O)OCC(=O)NCCNC(=O)COC(=O)CSc1ccccc1C	-1.3
CCCNC(=O)c1ccc(N2CCC3(CC2)CC(c2cccc(Br)c2)=NO3)c(NC(=O)c2ccccc2)c1	0.0
COc1cccc(CN2CCN(CCc3ccccc3)C(CCO)C2)c1OC (stereo not given)	1.7
O=C(COC(=O)c1ccc(Cl)cc1O)Nc1cccnc1Cl	0.0
CN(Cc1ccccc1)c1ccc(C(CC(N)=O)NC(=O)c2ccccc2)cc1[N+](=O)[O-] (stereo not given)	-3.0
Cc1cc(SCC(=O)OCC(=O)c2c(N)n(C)c(=O)n(C)c2=O)c(C)cc1Br	7.3
O=C(COc1ccc2c3c(c(=O)oc2c1)CCC3)Nc1ccc(CN2CCOCC2)cc1	-1.4
CC(=O)NC(CCCCNC(=S)NC1CCCCC1)C(=O)O (stereo not given)	-0.6
COc1cccc(NC(=O)N2CCCC(C(=O)NC3CCCCC3C)C2)c1 (stereo not given)	-1.7
CC1CCc2cc(F)ccc2N1C(=O)CSc1nnc2c(n1)[nH]c1ccccc12 (stereo not given)	-3.0
CC(C)(C)C(O)(CC#CCN1CCCC1)c1ccccc1 (stereo not given)	6.6
Cn1c(N)c(C(=O)CSc2nnnn2-c2ccccc2)c(=O)n(C)c1=O	4.3
COc1cc(OC)nc(Oc2ccccc2C(=O)Oc2ccc(Cl)cc2)n1	0.5

TTR transcr act, hit marks shown above.
SMILES	TTR transcr act
CCOC(=O)C(C)NC(=O)C(NC(=O)C1CCC(CC)CC1)C(C)C (stereo not given)	10*

Pulled one by one from the entries so far:
SMILES	TTR transcr act
Cn1c(N)c(C(=O)CSc2nnnn2-c2ccccc2)c(=O)n(C)c1=O	4.3
CSCC(=O)N1CCCC(C(=O)c2cc(F)ccc2F)C1 (stereo not given)	-1.0
COc1cccc(NC(=O)N2CCCC(C(=O)NC3CCCCC3C)C2)c1 (stereo not given)	-1.7

The listing picks up, repeating the two entries before the break.
SMILES	TTR transcr act
Cn1c(N)c(C(=O)CSc2nnnn2-c2ccccc2)c(=O)n(C)c1=O	4.3
COc1cc(OC)nc(Oc2ccccc2C(=O)Oc2ccc(Cl)cc2)n1	0.5
COc1ccc(Cl)cc1N1CC(c2nc3ccccc3[nH]2)CC1=O (stereo not given)	1.3
COc1nc(OC)nc(Oc2ccc(Cl)cc2[N+](=O)[O-])n1	-1.3
C#CCNC(=O)C[C@H]1C[C@@]2(C(=O)OC)C(=C[C@H](COCc3ccccc3)O[C@@H]2C)N(Cc2ccccc2)C1=O	0.5
CSc1ncc(CN2CCCC(C(=O)c3ccc(C(C)(C)C)cc3)C2)cn1 (stereo not given)	-1.8
Cc1cc(CNC(=O)Cc2ccccc2)c2ccccc2n1	-0.3
COCCN(C(=O)c1ccc(N(C)S(=O)(=O)c2ccc(C)cc2)cc1)c1c(N)n(CC(C)C)c(=O)[nH]c1=O	9.8*
CCN(CC)C(=S)SCC(=O)c1ccc(F)cc1	1.5
CCC(=O)Nc1nc(=S)ss1	1.1
Cc1cc2ncc(C(N)=O)cn2n1	0.9
COc1ccc(C(C)(C)C)cc1NC(=O)C1CC(=O)N(C2CCCC2)C1 (stereo not given)	0.9
CC(OC(=O)CN(C)S(=O)(=O)c1ccc(Cl)cc1)C(=O)Nc1ncc(Cl)cc1Cl (stereo not given)	-0.4
CNc1ccc(-c2cccc(CO)c2)cn1	2.3
CS(=O)(=O)N1CCN(c2ccnc3cc(Cl)ccc23)CC1	1.0
COc1cc(C(=O)OCC(=O)N2CCCC2)cc2c1OCCO2	6.3
COc1ccc(OC2C(=O)N(Cc3ccc(F)cc3)C2c2cc(OC)c(OC)c(OC)c2)cc1 (stereo not given)	0.8
Fc1cccc(Cc2c(-c3cccc(Br)c3)nc3c(Cl)cc(C(F)(F)F)cn23)c1	4.4
Cc1ccc(C(C)C)c(OCC(=O)Nc2ccc3c(c2)nc(CN2CCCC2)n3C)c1	-4.1
COc1ccc(-c2csc(NC(=O)CSc3ccc(Br)cc3)n2)c(OC)c1	-1.0
COC(=O)CCCNC(=O)c1ccc2nc(Cc3ccc(OC)cc3)oc2c1	0.6
Cc1ccc(-c2noc(CCC(=O)NCC3CCCO3)n2)cc1 (stereo not given)	-1.1
C/C(=N\NC(=O)C(O)(c1ccccc1)c1ccccc1)c1ccc(NC(=O)CCCC(=O)O)cc1	0.9
O=C(c1cccc(C(F)(F)F)c1)N1CCC(O)(CS(=O)(=O)Cc2ccccc2)CC1	-2.7
c1ccc(NC2=NCCN2CC2CCC2)cc1	-0.7
C[C@H](NC(=O)OCc1ccccc1)C(=O)N[C@@H](Cc1c[nH]c2ccccc12)C(=O)O	1.8
CC1(C(=O)NS(=O)(=O)c2cccc(Cl)c2)CCN1C(=O)c1ccccc1 (stereo not given)	0.3

Given field by field: 3 of the compounds above.
> COc1ccc(-c2csc(NC(=O)CSc3ccc(Br)cc3)n2)c(OC)c1
- TTR transcr act: -1.0

> COCCN(C(=O)c1ccc(N(C)S(=O)(=O)c2ccc(C)cc2)cc1)c1c(N)n(CC(C)C)c(=O)[nH]c1=O
- TTR transcr act: 9.8*

> Fc1cccc(Cc2c(-c3cccc(Br)c3)nc3c(Cl)cc(C(F)(F)F)cn23)c1
- TTR transcr act: 4.4

Further compounds follow:
SMILES	TTR transcr act
CCN1C(=O)[C@H]2[C@@H](c3ccc(C)cc3)N3C(=O)N(c4cccc(F)c4)C(=O)[C@@]3(CC)[C@H]2C1=O	2.6
O=C(Cn1c(=O)n(Cc2ccco2)c(=O)c2ccccc21)NCC1CCCO1 (stereo not given)	8.8
CC(OC(=O)CN1C(=O)NC(C)(C)C1=O)C(=O)c1ccccc1 (stereo not given)	0.6
COc1ccc(-c2c(O)c(C#N)c(-c3ccccc3)n(-c3ccc(OC)cc3)c2=O)cc1	0.4
O=C(CSc1nnc(Cc2ccccc2)n1-c1ccccc1)NNC(=O)Cc1ccccc1	0.7
COc1ccc(F)cc1S(=O)(=O)N1CC(C)CC(C)C1 (stereo not given)	-2.9
COc1cccc(Nc2nc(C)nc3c2oc2ccccc23)c1	1.3
O=C(COC(=O)COc1ccc2ccccc2c1)NCC(F)(F)F	0.1
O=C(NC(=S)Nc1ccccc1Cl)c1cncc(Br)c1	-2.1
O=C(NCC12CC3CC(C1)CC(CNC(=O)N1CCCC1)(C3)C2)N1CCCC1	-1.6
CC(=O)Nc1ccc2c(COC(=O)[C@@H](NS(=O)(=O)c3ccc(C)cc3)C(C)C)cc(=O)oc2c1	-0.5
Cc1cc2nc(-c3ccco3)c(CC(C)(C)C)n2c(C)c1Br	6.5
Cc1c(C#N)c2ccccc2n1CC(=O)NCC1CCCO1 (stereo not given)	-1.4
CCN1CCN(C(=O)CCN2C(=O)c3ccccc3C2=O)CC1	1.2
Cc1ccc(C(=O)O)cc1S(=O)(=O)N1CCC(C(=O)O)CC1	6.2
Cc1cccn2cc(-c3c[nH]c4ccccc34)nc12	3.3
CCOC(=O)Cc1c(C)nc(Cc2ccc(OC(C)C)cc2)[nH]c1=O	-0.7
CCCn1nc(C(=O)OCC(=O)Nc2ncc(Cl)c(C)c2Cl)c2ccccc2c1=O	-2.4
COc1cc(C(=O)NCc2ccc3c(c2)OCO3)c([N+](=O)[O-])cc1OC	2.0
C=CC(=O)Nc1cccc(Oc2ncnc3[nH]cc(-c4cnc5ccccc5c4)c23)c1	-2.3
O=C(Nc1cccc(NC(=O)c2ccc(Br)o2)n1)c1ccc(Br)o1	3.4
O=C(CN1CCOCC1)N/N=C/C(Br)=C\c1ccccc1	0.0
COC1CCCCC1Nc1ccc(C)c(C)c1 (stereo not given)	2.2
O=c1[nH]c2ccc(S(=O)(=O)Nc3ccc(Br)cc3)cc2[nH]1	2.1
O=c1c(/C=N/OCc2ccc(Cl)cc2Cl)c[nH]n1-c1cccc(Cl)n1	-1.1

More compounds.
SMILES	TTR transcr act
CC1(C)N=C(N)N=C(N)N1c1ccc(OCC(=O)N2CCOCC2)c(Cl)c1	0.0
CCCC(=O)N1CCCC1(C)C(=O)Nc1ccc2nc(C)ccc2c1 (stereo not given)	0.5
C[C@H]1CN([C@@H](C)CO)C(=O)CCCn2nncc2CO[C@H]1CN(C)C(=O)C1CCCCC1	-1.2
Cc1ccc(/C=N/n2c(C)nnc2C)cc1	-1.4
CCC(C(=O)N1CCC(C(N)=O)CC1)n1nc(C)n2c(cc3occc32)c1=O (stereo not given)	0.3
Cc1[nH]n(-c2cccc(Cl)c2)c(=O)c1C=NCC(C)C	0.1
COC(=O)[C@@]1(Sc2ccc(C)cc2)CC(=O)N[C@@H]1c1ccccc1	0.7
COc1ccc(Cl)cc1NC(=O)Nc1cnccn1	0.4
COc1ccc(CCNC(=O)c2ccccc2NC(=O)C2=C(C)OCCS2)cc1OC	-1.0
Cc1ccccc1Cn1ccc2ccc(-c3ccc4ccn(Cc5ccccc5)c4c3)cc21	-0.7
CCCC1CC(=O)NC1(C(=O)OCC)C(=O)OCC (stereo not given)	0.1
O=c1c2ccccc2[nH]c(=S)n1Cc1ccc2c(c1)OCO2	1.1
CCOC(=O)C(C)/C(C)=N\Nc1ccc([N+](=O)[O-])cc1[N+](=O)[O-] (stereo not given)	1.0
Cc1nc(CC(=O)Nc2nc(C(C)(C)C)cs2)cs1	1.1
Cc1nn(Cc2noc(C(=O)NCc3ccc4c(c3)OCO4)n2)c(C)c1Br	-1.3
COC(CN(C)C(C(=O)NC1CCCCC1)c1ccccc1)OC (stereo not given)	-1.2
CCOC(=O)c1cc(S(=O)(=O)N2CCC(C)CC2)cn1C	1.1
COc1ccccc1C(=O)NCC(=O)NC(C)c1ccc(-n2ccnc2)cc1 (stereo not given)	-1.0
O=C(CCSc1ccccc1)N1CCCC1	6.7
Cc1sc2nc(SCC(=O)NCc3ccco3)n(-c3ccccc3)c(=O)c2c1C	0.8
NC(=O)c1nn(-c2ccccc2)nc1NC(=O)CN1CCCC1	0.0
CCOC(=O)C1=CCN(S(=O)(=O)c2ccccc2F)C1c1cccc(C)c1 (stereo not given)	2.1
O=C(NCCc1ccccc1)c1cnc2n(c1=O)CCS2	1.3
O=C1CCC(=O)N1OCCCOc1ccc(Br)cc1Cl	2.5
CC1(C)N=C(N)NC(Nc2cccc(Br)c2)=N1	0.0
CCCCc1ccc(NC(=S)NCCO)cc1	-1.6
